From PubChem
SUMO1-SIM PPI: modulators of human SUMO1-mediated protein-protein interactions; AID 602429; inhibition, % at 20 µM; SUMO1 binding to a labelled peptide, TR-FRET, 1 h; hit rate 0.33% among 360,000; in the data active means inhibition above about 37%
Target sequence (P63165 whole entry, looked up): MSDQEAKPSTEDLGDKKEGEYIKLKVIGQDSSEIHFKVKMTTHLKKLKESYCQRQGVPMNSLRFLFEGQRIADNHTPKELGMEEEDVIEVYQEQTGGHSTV
LMPTP block: LMPTP (human) inhibition; P24666; recombinant LMPTP-A, OMFP fluorogenic substrate, fluorescence intensity; inhibition, % at 20 µM; hit rate 0.22% among 360,000;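 active means compounds that cut the enzyme signal by at least half of the control window in the single-dose screen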;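 further: plate controls were DMSO wells with enzyme plus substrate for no effect and substrate without enzyme for full effect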
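material = LMPTP-A | quantity = 0.625 nM enzyme | reagent = OMFP substrate, 400 µM final | buffer or medium = Bis-Tris pH 6.0, DTT, detergent | detection = endpoint fluorescence intensity from OMFP dephosphorylation | dosing = single 20 µM dose | read-out basis = % inhibition relative to no-enzyme and uninhibited control wells | control set = no-enzyme and uninhibited controls | timing = 50 min at room temperature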
Rpn11 block: blocks the human proteasome subunit Rpn11 | calls only at 20 µM | hit rate 0.59% among 360,000 | human 26S proteasome, Ub4-pepOG fluorescence polarization; 20S core pre-blocked with epoxomicin | O00487;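 active means inhibition at 20 µM, scaled to each plate's controls, above about 33%, limit read from the data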
Target sequence (O00487 whole entry, looked up): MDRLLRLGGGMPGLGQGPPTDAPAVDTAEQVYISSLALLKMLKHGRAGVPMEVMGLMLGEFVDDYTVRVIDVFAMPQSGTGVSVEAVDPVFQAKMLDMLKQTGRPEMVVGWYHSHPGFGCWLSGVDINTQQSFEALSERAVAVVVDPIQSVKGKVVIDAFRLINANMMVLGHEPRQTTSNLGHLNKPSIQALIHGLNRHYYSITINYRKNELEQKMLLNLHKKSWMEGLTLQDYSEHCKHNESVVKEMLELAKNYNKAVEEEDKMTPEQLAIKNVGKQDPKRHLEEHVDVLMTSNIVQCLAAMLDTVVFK
NadD inh: NadD (S. aureus) enzyme inhibition; purified NadD enzyme, colorimetric absorbance read-out; inhibition, % at 20 µM; hit rate 0.78% among 360,000; AID 602399; in the data active means inhibition above about 26%; further: some compounds past the cut are filed as inactive
DNMT1 inh: blocks human DNA methyltransferase DNMT1; DNMT1 molecular beacon, Hinp1I cleavage, fluorescence; P26358; hit rate 0.83% among 360,000; AID 588458; inhibition (reported as % activation of signal), % at 10 µM; in the data active means inhibition above about 50%
Scp-1 inhibitor: blocks human Scp-1 phosphatase activity; Q9GZU7; Recombinant Scp1, phosphopeptide, malachite green phosphate absorbance; inhibition, % at 20 µM; hit rate 0.88% among 340,000; AID 493091;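 active means inhibition above about 50% at 20 µM, limit read from the data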;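 further: plate controls were DMSO wells with enzyme for no effect and wells lacking enzyme for full effect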
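Material – SCP-1 phosphatase catalytic domain, residues 76-261 · Buffer or medium – Acidic Tris acetate buffer with magnesium and detergent · Also added – Phospho 17-mer peptide substrate · Compound – single 20 µM dose, 1% DMSO · Times – 45 min room-temperature reaction, 5 min colour, 30 min stabiliser · Technique – Phosphate-binding colour reagent, absorbance read at 630 nm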
STEP block: blocks human striatal-enriched tyrosine phosphatase | recombinant STEP, OMFP fluorogenic substrate, fluorescence | hit rate 0.25% among 360,000 | AID 588621 | P54829 | inhibition, % at 20 µM;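 active means inhibition at 20 µM, scaled per plate between control wells, above about 37%, limit read from the data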;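 further: 0% = DMSO with enzyme and substrate and 100% = substrate only without enzyme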
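Measure: Control-normalized % inhibition with plate pattern correction | Test system: STEP phosphatase, cell-free reaction | Medium: pH 6.0 Bis-Tris with DTT and Tween 20 | Technique: Fluorescence, 480/540 nm | Times: Reaction 20 min, ambient temperature | Doses: Single compound dose of 20 µM, 1% DMSO final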
MLLE-PAM2 inh: blocks PAM2 peptide binding to the PABP1 MLLE domain. P11940. GST-MLLE / FITC-PAM2 fluorescence polarization. inhibition, % at 20 µM. hit rate 0.36% among 360,000; in the data active means inhibition above about 35%, passing the limit was not always enough;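 further: plate controls were DMSO wells with GST-MLLE for no effect and wells lacking GST-MLLE protein for full effect; some results filed as inactive read as strong as hits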
Target sequence (P11940 whole entry, looked up, the tested form may be a part): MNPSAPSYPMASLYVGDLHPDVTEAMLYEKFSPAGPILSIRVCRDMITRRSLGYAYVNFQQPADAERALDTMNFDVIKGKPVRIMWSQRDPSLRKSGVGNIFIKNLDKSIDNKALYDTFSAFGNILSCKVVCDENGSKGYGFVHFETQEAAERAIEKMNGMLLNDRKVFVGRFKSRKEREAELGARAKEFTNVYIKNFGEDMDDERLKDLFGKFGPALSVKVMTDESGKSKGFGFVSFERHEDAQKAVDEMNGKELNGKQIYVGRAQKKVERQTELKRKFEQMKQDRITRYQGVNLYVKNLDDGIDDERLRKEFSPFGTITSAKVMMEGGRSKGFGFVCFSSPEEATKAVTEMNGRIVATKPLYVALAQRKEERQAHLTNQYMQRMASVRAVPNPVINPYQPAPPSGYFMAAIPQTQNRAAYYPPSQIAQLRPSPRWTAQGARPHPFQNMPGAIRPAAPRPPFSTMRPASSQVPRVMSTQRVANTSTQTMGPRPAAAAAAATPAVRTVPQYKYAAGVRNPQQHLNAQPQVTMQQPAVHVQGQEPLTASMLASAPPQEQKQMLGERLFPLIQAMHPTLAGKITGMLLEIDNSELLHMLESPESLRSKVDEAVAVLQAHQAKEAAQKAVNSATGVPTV
TbMetRS inhib: Trypanosoma brucei MetRS inhibition | inhibition, % at 11.9 µM | hit rate 0.4% among 360,000 | AID 624268 | purified T. brucei MetRS, ATP depletion, Kinase-Glo luminescence;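 active means inhibition above a per-plate cutoff of the control wells' mean inhibition plus 3 SD, cut at about 5.5% in these data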;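 further: 0% = DMSO wells median and 100% = median of wells with control inhibitor compound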
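technique = Kinase-Glo luminescence, ATP depletion format | system = purified MetRS (methionyl-tRNA synthetase) enzyme from Trypanosoma brucei | timing = 15 min preincubation, 2 h reaction, all 25 °C | evaluation = percent inhibition versus plate control medians | dosing = single dose, 11.9 µM final nominal, 0.9% final DMSO | also added = substrates ATP, L-methionine and bulk Escherichia coli tRNA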
CSN deneddyl inh: CSN deneddylation inhibition; Q92905; Purified CSN, SCF-Nedd8-OG deneddylation, fluorescence polarization; inhibition, % at 12.5 µM; hit rate 0.38% among 360,000; AID 651999;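 active means pattern-corrected inhibition above about 35%, with an unprinted fluorescence ratio check between 0.5 and 1.5, limit read from the data, passing the limit was not always enough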;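 further: 0% = enzyme with substrate and 100% = substrate without enzyme; some results filed as inactive read as strong as hits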
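assay system = purified human Csn5 enzyme expressed in HEK293T cells | amount = 0.24 nM enzyme | buffer or medium = Tris/NaCl/DTT buffer, pH 7.5 | reagent = 10 nM SCFSkp2-Nedd8OG | compound = one concentration, 12.5 µM, 0.25% DMSO | times = 90 min reaction at room temperature | signal = FP | read-out basis = % inhibition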
* marks the source's active call; other numbers are inactive results; i = inactive; · = not tested or not shown.

SMILES | SUMO1-SIM PPI | LMPTP block | Rpn11 block | NadD inh | DNMT1 inh | Scp-1 inhibitor | STEP block | MLLE-PAM2 inh | TbMetRS inhib | CSN deneddyl inh
O=C(O)c1ccc2c(c1)S(=O)(=O)N=C1CCCCCN12 | 0 | 3.0 | i | -1 | 5 | 11 | 1 | 1 | -0.8 | -5
CCCOc1nnnn1-c1ccccc1 | 0 | -2.9 | i | -1 | -2 | -12 | -1 | 5 | 0.6 | 3
COc1ccc2nc(N3C(=O)CC(C(C)c4ccccc4)C3=O)sc2c1 (stereo not given) | 1 | 0.9 | i | -7 | -1 | -7 | 3 | -1 | -0.3 | 3
COc1ccc(OC)c(/C=C2\SC(=S)N(C(C(=O)O)c3ccccc3)C2=O)c1 (stereo not given) | -2 | 2.6 | · | 4 | 1 | -9 | 9 | -81 | -0.2 | 23
Cc1oc(-c2ccc(Cl)cc2)cc1-c1nn2c(-c3ccoc3C)nnc2s1 | 20 | 8.5 | i | 15 | 93* | 45 | -1 | -18 | 0.2 | 36*
CN(C)CCN(C(=O)c1ccc(S(=O)(=O)N2CCCC2)cc1)c1nc2ccc(Br)cc2s1 | 6 | -1.1 | i | 0 | -4 | 3 | 1 | -4 | 0.1 | 3
CCOC(=O)C1(Cc2cccc(OC)c2)CCN(C/C=C/c2ccc(OC)cc2)CC1 | -1 | 3.2 | i | -2 | 2 | 3 | 3 | 8 | -0.8 | 4
CC(=O)N1CC=CC1(C)C(=O)NCc1cc(F)cc(C(F)(F)F)c1 (stereo not given) | 2 | -0.9 | i | -4 | 4 | -10 | -3 | -2 | -0.1 | -2
Cc1ccc(SCC(=O)NCCN2C(=O)CSC2=O)cc1C | 2 | -2.2 | i | -6 | 0 | -3 | 0 | -10 | 0.1 | 4
CCCCCn1c(N2CCC(Cc3ccccc3)CC2)nc2c1c(=O)[nH]c(=O)n2C | 13 | 6.6 | i | 3 | -11 | -10 | 4 | -3 | -0.3 | 4
CCC(CO)Oc1cc(NCc2ccc(Cl)cc2)c2ncn(C(C)C)c2c1 (stereo not given) | -4 | 0.6 | i | 2 | -8 | -4 | 2 | 13 | -0.1 | 5
O=c1c(Cc2ccc(F)cc2)c(O)ccn1C1CC1 | -2 | -0.7 | i | -4 | 0 | -12 | 0 | -3 | -0.7 | -2
CCOc1ccc(C(=O)N[C@H](C(=O)Nc2ccc(S(=O)(=O)Nc3nccs3)cc2)C(C)C)cc1 | 6 | -0.3 | i | 6 | 0 | 10 | 1 | 8 | -0.1 | 3
CC(=O)Nc1cc2c(cc1NC(=O)Cn1nc(-c3ccc4c(c3)OCCO4)ccc1=O)OCCO2 | -11 | -0.8 | i | 1 | 3 | 2 | 6 | -2 | -1.4 | -1
CCN(CC)C(C(=O)Nc1ccc2c(c1)OCO2)c1ccccc1 (stereo not given) | 1 | -1.9 | i | -7 | 15 | -5 | 0 | -1 | -0.3 | -11

Brought forward from above: 4 entries, followed by the next part.
SMILES | SUMO1-SIM PPI | LMPTP block | Rpn11 block | NadD inh | DNMT1 inh | Scp-1 inhibitor | STEP block | MLLE-PAM2 inh | TbMetRS inhib | CSN deneddyl inh
O=c1c(Cc2ccc(F)cc2)c(O)ccn1C1CC1 | -2 | -0.7 | i | -4 | 0 | -12 | 0 | -3 | -0.7 | -2
CCOc1ccc(C(=O)N[C@H](C(=O)Nc2ccc(S(=O)(=O)Nc3nccs3)cc2)C(C)C)cc1 | 6 | -0.3 | i | 6 | 0 | 10 | 1 | 8 | -0.1 | 3
CC(=O)Nc1cc2c(cc1NC(=O)Cn1nc(-c3ccc4c(c3)OCCO4)ccc1=O)OCCO2 | -11 | -0.8 | i | 1 | 3 | 2 | 6 | -2 | -1.4 | -1
CCN(CC)C(C(=O)Nc1ccc2c(c1)OCO2)c1ccccc1 (stereo not given) | 1 | -1.9 | i | -7 | 15 | -5 | 0 | -1 | -0.3 | -11
O=C(O)C1CCN(Cc2oc(CO)cc(=O)c2O)C1 (stereo not given) | -2 | 0.5 | i | 1 | 6 | 12 | -3 | -4 | -0.5 | -1
O=C(CSc1nnnn1Cc1ccccc1)Nc1ccc2c(c1)OCO2 | -3 | 0.2 | i | -10 | -3 | -13 | 0 | -11 | 0.3 | -1
Nc1c(-c2cccs2)cnn1-c1nc(-c2ccc(Cl)cc2Cl)cs1 | -4 | 0.0 | i | 17 | 5 | -7 | 1 | 5 | -0.1 | -3
S=C1NC2(CCCC2)N=C1c1ccccc1 | -5 | -0.7 | i | -4 | 1 | -3 | -3 | 15 | -0.4 | 1
CCOn1c(=O)c(-c2ccc(C)cc2)[n+]([O-])c2ccccc21 | -38 | -1.4 | i | -3 | -1 | -16 | -4 | -9 | -0.9 | 1
CCOC(=O)c1c(C)nc2ccc(C)cn12 | 0 | -2.1 | i | -3 | 2 | -4 | 0 | -3 | -0.6 | 2
CCOC(=O)c1sc(N=NC2=C(O)CCCC2=O)c(C(=O)OCC)c1C | -29 | 39 | i | 38* | 18 | 26 | 4 | -21 | 0.1 | 4
CCCC(=O)NC1=C(C#N)C2(CCCC2)Cc2ccccc21 | -8 | -0.9 | i | 0 | 2 | -6 | -2 | -7 | -0.4 | 0
O=C(Nc1cccc(F)c1)C1CCN(C(=O)c2ccc(Cl)cc2)CC1 | 3 | -0.9 | i | 0 | -8 | -13 | 4 | 10 | 0.1 | 2
CCCn1cc(NC(=O)C2CC(c3cccc(Br)c3)=NO2)cn1 (stereo not given) | -3 | -0.3 | i | -4 | -2 | -1 | 0 | -3 | -0.5 | -1
CCCCNC(=S)N(CCCO)Cc1cc2cc3c(cc2[nH]c1=O)OCO3 | 2 | -1.2 | i | -3 | 4 | · | 3 | -107 | 0.2 | -6
Cc1cc(Br)c(NC(=O)COn2nnc3ccc(S(C)(=O)=O)cc32)c(Br)c1 | 3 | -1.2 | i | -6 | 0 | 5 | 2 | -14 | -1.1 | -5
Cc1cc(Br)c(NC(=O)CCl)c(Br)c1 | 0 | -2.3 | i | 3 | 4 | -7 | 2 | -7 | -0.1 | -16
Cn1nc(C(=O)NC2CCCCCC2)ccc1=O | -1 | 0.3 | i | 2 | -6 | -6 | 0 | 11 | -0.4 | 4
Cc1ccc(NC(=O)CN(C)S(=O)(=O)c2cccc3cccnc23)cc1C | 8 | -1.2 | i | -5 | -2 | -5 | -3 | -18 | -1.0 | -5
O=C(CCCn1nnnc1CN1CCOCC1)N1CCN(c2ccccc2F)CC1 | 6 | 0.1 | i | 1 | 0 | -4 | -1 | -3 | -0.3 | -3
CCn1ncc(Cl)c1C(=O)NC(=S)Nc1ccccc1Br | -1 | 1.7 | i | -4 | -2 | -2 | 1 | 28 | -0.5 | 4
O=C(O)c1ccc(NCc2cccc(Br)c2)cc1 | -1 | -0.3 | i | -1 | 1 | -2 | 1 | -1 | -0.8 | -4
CCOc1ccc(N(C(C)C(=O)NC(C)CC)S(C)(=O)=O)cc1 (stereo not given) | -1 | -0.4 | i | 4 | -8 | 0 | 2 | 8 | 0.0 | 6
Cc1ccc(NC(=O)CC2S/C(=N/N=C/c3ccco3)NC2=O)cc1Cl (stereo not given) | 3 | -2.6 | i | 10 | -1 | -9 | 2 | -5 | 0.0 | 4
CC[C@]12c3[nH]c4ccc(Cl)cc4c3CCN1C(=O)[C@@H](CC(=O)NCc1ccco1)C[C@@H]2C(=O)N1CCN(C(=O)c2ccco2)CC1 | 2 | 0.7 | i | 2 | 0 | -4 | 1 | -9 | 0.1 | -3
O=C1NC2(CCCCCC2)Cc2ccccc21 | 0 | -1.3 | i | -3 | 11 | -1 | -1 | -8 | -2.2 | -1
O=c1[nH]cnc2cc(-c3ccc(Br)cc3)sc12 | -17 | 0.2 | i | -5 | 0 | -1 | -4 | -16 | 0.5 | -2
O=C1CSC(=S)N1N=Cc1cccc(OCc2ccccc2)c1 | -3 | -1.0 | i | 11 | -18 | · | 0 | 12 | 0.0 | 0
CC(C)(C)Cc1c(-c2ccc(Cl)cc2)nc2ccc(Br)cn12 | -4 | 3.4 | i | 6 | 9 | · | 1 | 3 | 0.0 | 1
COc1ccc(/C=N/NC(=O)c2[nH]ncc2Br)c(OC)c1 | -6 | -0.6 | i | -3 | -4 | -5 | -3 | 2 | -1.9 | -5
Cc1nnc(N2C(=O)C(=O)/C(=C(/O)c3ccc4c(c3)CC(C)O4)C2c2ccccc2F)s1 (stereo not given) | -19 | 0.3 | i | -1 | 4 | 10 | 4 | -5 | 0.4 | -7
Cc1ccccc1-c1nc(CS(=O)CC(=O)NCc2ccccc2)c(C)o1 (stereo not given) | -2 | -0.6 | i | -2 | 3 | -12 | -2 | 18 | -0.2 | 4
Fc1cccc(COc2ccccc2CNc2ccccc2)c1 | 2 | 2.7 | i | 4 | 0 | -3 | -3 | 17 | -0.6 | -9
COc1ccc(C(c2nnnn2C(C)(C)C)N2CCN(C/C=C/c3ccccc3)CC2)cc1 (stereo not given) | 6 | 0.1 | i | -9 | 2 | · | -1 | -3 | -0.1 | -2
CCCc1cc(=O)[nH]c(SCC(=O)Nc2c(C)n(C)n(-c3ccccc3)c2=O)n1 | 4 | -2.4 | i | 2 | -2 | -12 | 1 | -3 | -0.1 | 2
Cc1ccc(-n2nc(C)c3c(C)c(CCC(=O)O)c(C)nc32)cc1C | 1 | 0.0 | i | -1 | -1 | 0 | -1 | 1 | -0.5 | 3
CCC(CC)c1nc(C(N)=O)c2[nH]c(=O)n(-c3ccc(OC)c(OC)c3)c2n1 | -1 | 0.2 | i | 1 | 2 | -3 | -2 | 9 | -0.6 | -1
Cc1ccc2nc(NC(=O)C3CCN(S(=O)(=O)c4cccs4)CC3)sc2c1 | 3 | 2.4 | i | 5 | -10 | -2 | 0 | 2 | 0.2 | 1
Cc1ccc(S(=O)(=O)C2CS(=O)(=O)CC2O)cc1 (stereo not given) | -5 | -0.4 | i | -3 | 2 | -3 | 0 | 9 | -0.9 | -1
Cn1nnnc1NCc1cccc(Cl)c1 | 4 | -0.5 | i | -4 | 2 | -12 | -2 | -3 | 0.2 | 1
CC(=O)c1cc(C#N)c(SCc2ccccc2C#N)nc1C | 0 | 0.4 | i | -7 | -6 | -6 | 3 | -77 | -0.6 | -8
